High-throughput results: PubChem BioAssay, several laboratories
NPY-Y2 PAM-ag – NPY-Y2 potentiators or agonists, primary screen, cell-based | hit rate 0.45% among 220,000 | cells expressing NPY-Y2, potentiator/agonist read-out | activation, % at 3.6 µM; in the data active = activation above about 27%;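 also: cells stimulated with NPY near EC25 plus isoproterenol at EC100; 0% = vehicle plus submaximal agonist and 100% = vehicle plus saturating agonist; some results beyond the cut were filed as inactive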
S1P4 ag – S1P4 receptor agonists, primary screen, cell-based; hit rate 0.35% among 220,000; activation, % at 4.98 µM; AID 1509, 2009; S1P4-expressing cell line, agonist reporter assay; in the data active = activation above about 11%;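 also: 0% = DMSO vehicle and 100% = reference agonist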
Mdm2 ligase inh – MDM2-luciferase reporter signal enhancers, primary screen, MDM2 E3 ligase inhibitor project, cell-based, luminescence, 1536-well | cell-based MDM2 ubiquitination luciferase reporter, 2 h; 0 = plate control, 100 = twice control, blank-subtracted | signal enhancement, % at 5 µM | hit rate 0.11% among 210,000;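 active = signal enhancement of 30% or more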;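 also: luminescence tracks abundance of the self-degrading MDM2-luciferase fusion protein; higher signal means inhibition of MDM2 E3 ligase activity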
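system = mammalian cells stably expressing self-ubiquitinating, self-degrading MDM2 E3–luciferase fusion | quantity = 2000 cells per well seeded | incubation = 4 h cell settling then 2 h compound exposure, 37 °C | signal = SteadyLite luminescence, 15 min reagent step | benchmarks = plate control and blank wells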
S1P4 antagonist – S1P4 receptor antagonists, primary screen, cell-based; Sphingosine 1-phosphate receptor 4 (Homo sapiens), O95977; S1P4-expressing cells, antagonist mode, reporter read-out; hit rate 0.26% among 220,000; inhibition, % at 4.98 µM; in the data active = inhibition above about 29%;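 also: 0% = wells stimulated with agonist and 100% = vehicle wells without agonist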
eIF4E-4G inh – eIF4E–eIF4G protein interaction inhibitors, primary screen, biochemical, uHTS, TR-FRET, eIF4GI fragment. Eukaryotic translation initiation factor 4E (Mus musculus) + Eukaryotic translation …. TR-FRET eIF4E-eIF4GI(517-606) binding, 2 h. inhibition, % at 21.7 µM. hit rate 0.37% among 220,000;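 active = inhibition above about 30%, limit read from the data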;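 also: 0% = full FRET control wells and 100% = background wells lacking eIF4GI fragment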
PERK inh – block of dimerizer-induced PERK translation repression, primary screen, PERK inhibitor project, CHO PERK-DD cells, SEAP luminescence, HTS; Eukaryotic translation initiation factor 2-alpha kinase 3 (Homo sapiens), Q9NZJ5; CHO PERK-DD fusion, SEAP luminescence translation reporter; inhibition, % at 5.6 µM; hit rate 0.17% among 220,000; AID 1416, 2008;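 active = inhibition above the mean inhibition of all tested compounds plus 3 SD, set separately per screening campaign, cut at about 2.9% in these data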;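 also: PERK kinase domain activated by AP20187 dimerizer at 100 nM; 0% = DMSO with dimerizer and 100% = rapamycin at 8.4 µM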
Wee1 degr inh – Wee1 degradation inhibitors, primary screen, cell-based, HeLa, Wee1K328M-luciferase, luminescence; reporter increase, % at 5 µM; hit rate 1.2% among 220,000; AID 1321, 2008; Wee1-like protein kinase (Homo sapiens), P30291; HeLa Luc-Wee1K328M stability; 100% = proteasome inhibitor MG132 effect;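 active = activation above the mean of all tested compounds plus 3 SD, set per screening run, cut at about 8.8% in these data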;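 also: cells exposed to compound for 20 h before luminescence read; 0% = DMSO alone and 100% = MG132 at 30 µM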
Ba/F3 V617F tox – reduced viability of JAK2V617F-dependent Ba/F3 cells, primary screen, JAK2V617F inhibitor project, cell-based, Ba/F3 EpoR-JAK2V617F, luminescence; ATP luminescence; inhibition, % at 5.6 µM; hit rate 1.1% among 220,000; AID 1446, 2008;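 active = inhibition above the campaign mean plus 3 SD over all tested compounds, cut at about 24% in these data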;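 also: cytokine-independent growth of Ba/F3 cells driven by EpoR plus mutant JAK2; 0% = DMSO-treated cells and 100% = JAK inhibitor I control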
BaF3 parental – parental Ba/F3 cell viability inhibition, counter-screen for JAK2V617F inhibitor project, murine pro-B, CellTiter-Glo luminescence; CellTiter-Glo ATP luminescence; inhibition, % at 5.6 µM; hit rate 1.1% among 220,000; AID 1486, 2009;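 active = inhibition above a per-campaign cutoff, the mean inhibition of all tested compounds plus 3 SD, cut at about 27% in these data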;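 also: 0% = DMSO wells and 100% = JAK Inhibitor I control wells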
* hit, by the source's call; · = no result given; & = joins results of further samples; [ ] = dose if it differs, or a comment.

SMILES	NPY-Y2 PAM-ag	S1P4 ag	Mdm2 ligase inh	S1P4 antagonist	eIF4E-4G inh	PERK inh	Wee1 degr inh	Ba/F3 V617F tox	BaF3 parental
Cc1nnc(NC(=O)CCC(=O)NCc2cccs2)s1	13	-0.2	0	-3	13	1.2	-1	-1	0
O=C(CN1C(=O)CSCC1=O)Nc1ccc2c(c1)OCO2	7	2.1	-14	-11	6	-0.7	-5	2	4
CC(C)NC(=S)NN=C1c2ccccc2-c2ccccc21	-11	-1.1	-4	-28	-4	0.1	-1	3	8
Nc1ccc(-c2ccc(N)c(C(=O)O)c2)cc1C(=O)O	7	0.1	·	-13	10	1.3	0	-2	-3
Cc1ccc2cc3c(N)c4c(C)ccc(C)c4nc3nc2c1	-9	-1.7	-11	-13	4	0.3	-1	5	5
CC(C)CNC(=O)NC(=O)COc1c(F)c(F)cc(F)c1F	16	-1.2	3	-9	0	0.4	1	-3	4
CN(C)S(=O)(=O)c1cccc(C(=O)N=C2N=C3C=CC(Cl)=CN3Cc3ccccc32)c1	-3	1.6	-15	-13	-7	-0.2	4	1	-1
COc1ccc(N2CCN(c3nc(NCCO)nc(N4CCOCC4)n3)CC2)cc1	4	-0.7	5	-3	-2	0.3	0	-2	3
CN(CC(=O)N1CCc2ccccc21)S(=O)(=O)c1ccc(Cl)cc1	-19	-0.2	2	15	3	1.4	-1	0	7
Cc1ccc(S(=O)(=O)N2CCN(C(=O)CN3CCOCC3)C2C(C)C)cc1 (centres undefined)	0	-1.2	11	-6	4	0.4	0	-5	0
CSc1ccccc1C(=O)Nc1cccc([N+](=O)[O-])c1C	-5	0.5	1	8	6	0.5	1	-1	0
O=C(NCc1ccc(Cl)cc1)C1=Cc2cc(Cl)ccc2OC1	-26	0.7	0	-11	-6	1.7	0	-4	-1
C=CCn1c(SCCCC)nc(O)cc1=O	-10&-8	0.1&0.2	-12&1	-15&5	-3&-4	1.8&0.1	0&0	-2&0	7&-1
COc1cc2c(cc1OC)/C(=C/C(=O)N1CCOCC1)NC(C)(C)C2	4	1.4	-5	-18	13	0.8	2	-4	5
COc1ccc(OC)c(-c2csc(NC(=O)CSc3ccc(Br)cc3)n2)c1	6	0.3	-9	-3	-5	1.4	1	2	7
C/C(CC(=O)Nc1ccccc1Br)=N\NC(=O)C(=O)N1CCCC1	-30	-3.0	-16	-7	-9[fluorescence artefact?]	0.1	-1	6	9
Cc1onc(-c2ccccc2Cl)c1C(=O)NC(=S)Nc1ccc(C(C)C)cc1	-3	-0.2	-12	-6	5	-1.4	1	58*	63*
COc1ccnc(Oc2ccccc2)c1C(=O)N/C=N/OCc1ccc(F)cc1Cl	-13	1.1	-9	3	2	-0.4	0	-5	-1
COc1ccc(OC)c(C2N(c3ccccn3)C(=O)C3CCCN32)c1 (centres undefined)	-20	0.6	1	-3	2[fluorescence artefact?]	-0.1	6	4	0
COc1cc(OC)cc(-c2cc3nc(C)c(CCC(=O)NC(C)CCc4ccco4)c(C)n3n2)c1 (centres undefined)	-5	2.8	-7	-38	·	-1.0	-5	-2	3

A draw from above in order of count of non-hydrogen atoms, lowest first.
SMILES	NPY-Y2 PAM-ag	S1P4 ag	Mdm2 ligase inh	S1P4 antagonist	eIF4E-4G inh	PERK inh	Wee1 degr inh	Ba/F3 V617F tox	BaF3 parental
CC(C)CNC(=O)NC(=O)COc1c(F)c(F)cc(F)c1F	16	-1.2	3	-9	0	0.4	1	-3	4
COc1cc2c(cc1OC)/C(=C/C(=O)N1CCOCC1)NC(C)(C)C2	4	1.4	-5	-18	13	0.8	2	-4	5
COc1ccc(OC)c(-c2csc(NC(=O)CSc3ccc(Br)cc3)n2)c1	6	0.3	-9	-3	-5	1.4	1	2	7

Three entries already listed, arranged by their value in eIF4E-4G inh, rising.
SMILES | NPY-Y2 PAM-ag | S1P4 ag | S1P4 antagonist | eIF4E-4G inh | PERK inh | Wee1 degr inh
CC(C)NC(=S)NN=C1c2ccccc2-c2ccccc21 | -11 | -1.1 | -28 | -4 | 0.1 | -1
COc1ccnc(Oc2ccccc2)c1C(=O)N/C=N/OCc1ccc(F)cc1Cl | -13 | 1.1 | 3 | 2 | -0.4 | 0
Cc1nnc(NC(=O)CCC(=O)NCc2cccs2)s1 | 13 | -0.2 | -3 | 13 | 1.2 | -1

The main list resumes; the 5 compounds before the break are reprinted first.
SMILES	NPY-Y2 PAM-ag	S1P4 ag	Mdm2 ligase inh	S1P4 antagonist	eIF4E-4G inh	PERK inh	Wee1 degr inh	Ba/F3 V617F tox	BaF3 parental
C/C(CC(=O)Nc1ccccc1Br)=N\NC(=O)C(=O)N1CCCC1	-30	-3.0	-16	-7	-9[fluorescence artefact?]	0.1	-1	6	9
Cc1onc(-c2ccccc2Cl)c1C(=O)NC(=S)Nc1ccc(C(C)C)cc1	-3	-0.2	-12	-6	5	-1.4	1	58*	63*
COc1ccnc(Oc2ccccc2)c1C(=O)N/C=N/OCc1ccc(F)cc1Cl	-13	1.1	-9	3	2	-0.4	0	-5	-1
COc1ccc(OC)c(C2N(c3ccccn3)C(=O)C3CCCN32)c1 (centres undefined)	-20	0.6	1	-3	2[fluorescence artefact?]	-0.1	6	4	0
COc1cc(OC)cc(-c2cc3nc(C)c(CCC(=O)NC(C)CCc4ccco4)c(C)n3n2)c1 (centres undefined)	-5	2.8	-7	-38	·	-1.0	-5	-2	3
CCCCN(C)C(=O)CS(=O)(=O)Cc1nc(-c2cccc(OC)c2)oc1C	-17	-1.1	-87	-17	3	0.1	-2	2	5
Cc1cc(C)n2ncc(S(=O)(=O)c3ccccc3)c2n1	5	0.0	1	-15	-1	0.1	-1	3	9
Cc1ccc(-c2nnc(N3CCOCC3)c3ccccc23)cc1S(=O)(=O)NCc1cccnc1	-9	0.6	0	1	-3	0.0	-4	3	8
CN(C(=O)c1cc2c(s1)-c1ccccc1S(=O)(=O)C2)c1ccccc1F	-17	0.3	-3	8	3	-1.1	-1	-1	2
Cc1cc(NC(=O)Cc2cccs2)nn1CC(=O)NCc1ccco1	-19	-2.7	-7	-3	2	0.2	0	3	6
CCCc1nc2sc3c(=O)n(N)cnc3c2c2c1COC(C)(C)C2	-13	0.3	-6	-16	4	1.1	3	0	2
CCN(CC)c1ccc(/C=N/Nc2nc(C)cc(=O)[nH]2)c(O)c1	1	4.4	-15	7	-1	0.1	-2	5	7
COc1ccc(-c2cc(C(=O)Nc3sc4c(c3C#N)CCCC4)c3ccccc3n2)cc1	11	-0.9	-11	-15	2	1.2	2	1	7
CCN(CC)S(=O)(=O)c1ccc(NC(=O)Cn2c(=O)oc3ccccc32)cc1	-3	0.5	9	-11	2	-0.6	0	-2	2
CSc1nc2ccccc2cc1/C=C(\C#N)c1ccccc1	-1	-2.2	-9	4	7	0.3	-2	2	2
COCCN=c1scc(C)n1/N=C/C1CC2C=CC1C2 (centres undefined)	-5	0.8	0	-11	-4	-0.3	5	3	2
O=C(Nc1ccc(C(=O)O)cc1)/C(=C\c1ccc2c(c1)OCO2)NC(=O)c1ccccc1	-10	2.4	-12	-16	-3	0.0	-1	6	5
COc1cccc(C(=O)Nc2ccc(NC(C)=O)cc2)c1	1	-1.4	-3	-1	-5	0.4	1	-2	2
NC(=O)CSc1nnc(-c2cc(-c3ccc(Cl)cc3)nc3ccccc23)o1	4	0.1	-14	-11	4	0.3	4	-5	0
Cc1cc(C)cc(-n2c(N)c(C(=O)Nc3c(C)n(C)n(-c4ccccc4)c3=O)c3nc4ccccc4nc32)c1	3	2.4	-8	-6	20	-0.5	-4	7	9
COc1ccc(OCC(=O)N(Cc2ccco2)C2CCS(=O)(=O)C2)cc1 (centres undefined)	3	-0.1	-10	-5	0	-1.2	-1	2	-2
O=C(C[n+]1cc(-c2ccc(Cl)c(Cl)c2)n2c1CCC2)N1c2ccccc2Sc2ccccc21	-1	1.5	-6	-7	-3	-0.4	-2	-1	6
COc1cc(Cn2c(-c3nonc3N)nc3ccccc32)ccc1C	-35	-3.4	-4	-12	0	-0.5	9	1	3
CCOC(=O)COc1ccc(S(=O)(=O)NCC2CCCO2)cc1 (centres undefined)	2	2.0	-2	-1	-5	0.4	-2	-1	2
Cc1cc(C(=O)N2CCN(C(=O)C3CCCO3)CC2)no1 (centres undefined)	2	2.1	-18	-4	-6	1.0	1	-4	2
O=C1NC(CCc2ccccc2)C(=O)N1Cc1ccc(Br)cc1 (centres undefined)	-8	-0.1	-13	2	-1	-0.6	-2	2	4
COc1ccc(-c2cn(-c3ccc(C)cc3)c(=O)n2CC(=O)Nc2ccc(OC)cc2OC)cc1	6	-0.5	8	-15	0	-1.7	-1	4	1
Cc1cc(C(=O)Nc2sc3c(c2C#N)CCCCC3)cs1	-6	3.2	-29	-10	-1	-0.4	-1	-5	0
CCSc1n[nH]c(=S)s1	-11	1.9	-4	-6	7	-0.4	-3	-3	9
CCc1c(C)[nH]c2ccc(OC)cc2c1=S	-9	3.8	-6	-26	2	-0.2	-2	0	4
CCOC(=O)c1cc2cc(OC)ccc2[nH]1	-1	0.3	-16	-13	2	0.6	6	0	6
CN=Cc1cc(-c2ccccc2)sc1O	2	1.6	-11	2	-3[fluorescence artefact?]	2.5	3	-3	3
Brc1ccc(-c2nc(-c3ccncc3)no2)o1	-11	-1.9	6	-10	0[fluorescence artefact?]	1.1	2	-6	-5
CCOc1ccccc1-n1nnnc1SCC(=O)Nc1cc(C)on1	-7	0.6	5	7	1	0.3	2	-5	39*
COc1cc(NC(=S)NCc2ccc(S(N)(=O)=O)cc2)cc(OC)c1	4	-2.1	-8	-16	0	0.0	-4	-4	-2
Cc1ccc(-c2nc3ccccc3s2)cc1NC(=S)NC(=O)c1cccc2ccccc12	12	0.8	-3	-8	-1[fluorescence artefact?]	1.1	1	-2	2
Cc1nnc(SCC(=O)NC(C)(C)C)n1NCc1ccc(Cl)cc1	-3	-2.8	-28	-20	1	-0.1	0	-3	-2
CCc1ccc(-c2cc(C(=O)Nc3c(C)n(C)n(-c4ccccc4)c3=O)c3ccccc3n2)s1	-1	0.7	-21	-6	-2	-1.2	2	2	8
CCOC(=O)CNC(=O)c1ccc(OCC(F)(F)F)cc1	-4	-1.1	-10	-18	0	-0.7	-2	1	2
CCCn1nnnc1SCC(=O)Nc1ccc(F)cc1	-4	-0.2	-3	0	-3[fluorescence artefact?]	0.9	1	6	7
Cc1cc(CSc2ccccc2)ccc1NC(=O)COc1ccccc1C	-4	0.7	-20	-6	-5[fluorescence artefact?]	0.4	1	0	5
COc1ccc(/C=c2\s/c(=C/C(=O)c3ccc(C)cc3)[nH]c2=O)c(OC)c1	-4	-0.8	-1	-17	3	0.3	4	-2	7
